# Wnt act: activators of Wnt/beta-catenin signaling | 1.2% of 300,000 active | AID 743398 | Wnt/beta-catenin reporter cell assay, activator, plate reader | activation, % at 9.35 µM; in the data active = activation above about 30%, passing the limit was not always enough; inconclusive = no clear call, values can overlap the other calls;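 note: 0% = neutral control wells and 100% = positive control wells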
# V-ATPase pH: yeast V-ATPase proton transport regulation by pHLuorin | S. cerevisiae, pHLuorin cytosolic pH fluorescence | AID 504577 | 0.37% of 350,000 active | response, % at 10 µM; in the data active = response mostly above about 7.3%, no sharp cut-off; inactive = mostly below about 5.4%; note: actives read high; inactives centre near 0; some compounds called inactive have numbers as strong as hits
# dFosB act: enhances mouse delta FosB homodimer DNA binding. purified delta FosB, TAMRA-CDK5 oligo fluorescence polarization; percent of positive-control signal above neutral wells. activation, % at 25 µM. 0.99% of 340,000 active. AID 493131;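 active = mean activation above about 17%, with every replicate also reaching it, limit read from the data, passing the limit was not always enough; inconclusive = only one of the two conditions met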;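 note: fluorescence polarization rise as delta FosB binds a TAMRA Cdk5 AP-1 oligo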
# Rtt109 HAT inh: blocks Candida albicans Rtt109/Vps75 acetyltransferase activity; Q5AAJ8; purified Rtt109/Vps75, ThioGlo CoA-SH fluorescence, 4 h; inhibition, % at 34.9 µM; 0.16% of 330,000 active;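 active = inhibition of at least 50% in every replicate; inconclusive = best replicate reaches 50% inhibition but some replicates fall short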
# Target sequence (Q5AAJ8 whole entry, looked up): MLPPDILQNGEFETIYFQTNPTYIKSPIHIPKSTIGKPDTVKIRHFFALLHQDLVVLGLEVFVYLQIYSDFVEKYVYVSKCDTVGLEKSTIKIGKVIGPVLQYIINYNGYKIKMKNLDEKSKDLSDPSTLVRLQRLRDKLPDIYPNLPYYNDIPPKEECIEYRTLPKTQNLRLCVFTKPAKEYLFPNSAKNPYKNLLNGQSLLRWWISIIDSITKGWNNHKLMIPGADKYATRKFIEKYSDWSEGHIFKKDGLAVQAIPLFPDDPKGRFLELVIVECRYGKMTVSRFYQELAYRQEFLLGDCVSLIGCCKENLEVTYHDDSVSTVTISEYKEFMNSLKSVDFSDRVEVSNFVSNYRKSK
# cardiac RTF act: cardiac RTF calcium sensitization; activation, % at 7.2 µM; IANBD-labeled TnC RTF fluorescence at EC20 calcium; 0% EC20 calcium, 100% full calcium; 0.24% of 340,000 active; AID 493008; P19429+P45379;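 active = activation above the mean over all tested compounds plus 3 SD, cut at about 30% in these data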;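 note: rise in fluorescence read as greater calcium sensitivity of cardiac thin filaments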
# Tat transport: blocks Tat-dependent protein export in E. coli | E. coli MC4100 TorA-mCherry Tat export, fluorescence | inhibition, % at 10 µM | 0.036% of 340,000 active;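 active = mean replicate inhibition at least 50% and at least half of replicates individually reaching 50%; inconclusive = only one of the two criteria met; inactive = neither criterion met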;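 note: exported cargo escapes ClpAP degradation while cytoplasmic cargo is degraded and loses fluorescence; 0% = median of neutral control wells and 100% = median of NaSCN control wells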
# CDK5 p35 inh: inhibitors of human CDK5/p35 kinase. 0.01% of 330,000 active. inhibition, % at 10 µM. Recombinant CDK5/p35, ADP-Glo luminescence, 60 min;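 active = highest replicate inhibition of at least 50% and at least 75% of replicates reaching 50%; inconclusive = only one of the two criteria met; inactive = both criteria failed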;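 note: plate controls were DMSO neutral control for no effect and GW8510 at 10 µM for full effect; many of its hits are not listed in these tables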
# Target sequence (Q00535 whole entry, looked up): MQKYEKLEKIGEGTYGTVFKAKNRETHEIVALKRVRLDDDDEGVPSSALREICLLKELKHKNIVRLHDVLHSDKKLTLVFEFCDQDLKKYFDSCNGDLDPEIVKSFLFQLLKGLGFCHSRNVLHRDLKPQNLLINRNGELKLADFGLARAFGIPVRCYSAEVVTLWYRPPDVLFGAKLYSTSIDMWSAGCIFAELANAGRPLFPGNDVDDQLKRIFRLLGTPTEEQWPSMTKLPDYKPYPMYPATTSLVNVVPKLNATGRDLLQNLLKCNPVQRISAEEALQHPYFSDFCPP
# Target sequence (Q15078 whole entry, looked up): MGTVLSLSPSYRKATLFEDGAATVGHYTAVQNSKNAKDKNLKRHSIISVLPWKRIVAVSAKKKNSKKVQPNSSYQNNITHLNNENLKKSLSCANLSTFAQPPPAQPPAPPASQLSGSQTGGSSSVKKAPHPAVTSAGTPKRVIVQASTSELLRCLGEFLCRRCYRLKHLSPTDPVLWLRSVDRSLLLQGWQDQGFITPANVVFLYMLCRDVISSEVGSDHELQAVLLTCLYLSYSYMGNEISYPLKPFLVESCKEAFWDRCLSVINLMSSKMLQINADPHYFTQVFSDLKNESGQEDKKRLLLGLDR
# MITF TRPM1 HTS: increases MITF-driven TRPM1 promoter luciferase signal. AID 588334. activation, % at 12.5 µM. SK-MEL-5 TRPM1-promoter luciferase, 24 h; % of positive control, neutral wells = 0. 0.75% of 300,000 active;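 active = mean activation of at least 80% with every replicate also reaching 80%; inconclusive = mean reaches 80% but some replicate falls short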;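 note: 0% = neutral control wells and 100% = parthenolide positive control wells; values of inactives mirror those of a sister screen read the other way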
# CAL PDZ FP-1: human CAL PDZ-peptide interaction inhibition; Q9HD26; purified CAL PDZ, TMR-peptide fluorescence polarization, 1 h; inhibition, % at 20 µM; 0.02% of 330,000 active; AID 504414;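 active = highest replicate inhibition of at least 40%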;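 note: plate controls were DMSO neutral control wells for no effect and unlabeled competitor peptide control wells for full effect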
#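 Control set: unlabelled peptide and DMSO controls / Material: purified CerCALP PDZ construct / Timing: 1 h incubation at room temperature before polarization reading / Doses: 20 µM, one dose / Detection: fluorescence polarization (mP)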
# CAL PDZ FP-2: CAL PDZ (human) peptide binding inhibition. Q9HD26. purified CAL PDZ, TMR-peptide fluorescence polarization, 1 h. inhibition, % at 24.9 µM. 0.92% of 300,000 active. AID 602252;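 active = mean inhibition of at least 30% with at least half of replicates also reaching 30%; inconclusive = no clear call, values can overlap the other calls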;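 note: 0% = DMSO neutral control and 100% = excess unlabeled competitor peptide PRC23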
# Active calls of the source: *; ? = inconclusive; · = not tested or not shown.
SMILES,Wnt act,V-ATPase pH,dFosB act,Rtt109 HAT inh,cardiac RTF act,Tat transport,CDK5 p35 inh,MITF TRPM1 HTS,CAL PDZ FP-1,CAL PDZ FP-2
Cc1ccc(S(=O)(=O)N(CC(=O)Nc2cccc(N(C)S(C)(=O)=O)c2)c2ccc(Cl)c(Cl)c2)cc1,1,3,-4,8,-2,-1,-0.4,0,-1.5,-2
COc1ccc(NC(=O)c2cc(NC(=O)C3CCCCC3C(=O)O)ccc2N2CCOCC2)cc1 (stereo not given),3,-2,-4,-1,-5,8,0.0,-6,-1.9,1
COc1ccc(-c2nc(C(=O)NCCCN3CCOCC3)cc3c2[nH]c2ccccc23)cc1OC,0,0,?,22,5,0,0.4,-2,-17,-44
COc1cc(NC(=O)C2=C(N3CCOCC3)/C(=C/c3ccc(Cl)cc3)CC2)cc(OC)c1OC,·,-1,-16,17,5,3,-1.2,-4,-2.3,1
CCCC(=O)Nc1nc2ccc(NC(=O)c3cccnc3)cc2s1,-8,0,-2,-1,4,1,1.5,-17,-6.9,-9
C=CCn1c(SCC(=O)Nc2ccccc2OC)nnc1-c1ccccn1,·,-3,1,-3,-2,-3,1.5,-20,0.5,·
O=C(NC(C(=O)O)c1ccccc1)c1ccccc1 (stereo not given),2,1,5,0,7,-4,-0.6,-14,-1.0,0
O=C(CSCC(=O)NC1CCCC1)Nc1ccccc1,-2,0,0,-11,-8,4,0.5,-5,-3.2,-1
Cn1c(=O)n(C)c2cc(CNc3ccc(N4CCOCC4)c(C(=O)O)c3)ccc21,·,-6,5,16,-7,0,0.8,·,-0.3,-3
COc1ccc(C2=NN(C(=O)CCC(=O)O)C(c3cccs3)C2)cc1OC (stereo not given),5,1,0,14,3,-5,0.1,11,-2.1,0
C=CCOC(=O)C(=O)/C=C/c1ccc2c(c1)Cc1ccccc1-2,-5,3,0,-2,0,-3,-1.1,8,-1.6,-7
Cc1ccc(-c2nnc(N3CCCCC3)c3ccccc23)cc1S(=O)(=O)N1CCN(C)CC1,·,-2,-9,-3,7,4,3.0,-12,-4.0,-6
O=C(NC(=S)N1CCCc2ccccc21)c1ccc(Br)cc1,-3,5,-2,-11,2,-6,0.9,13,-3.2,-4
CC(=O)c1ccc(NC(=O)C(C)n2nc(-c3ccccc3)c3cc(Cl)ccc32)cc1 (stereo not given),-6,-1,-8,12,-3,-4,1.8,-7,-1.3,-3
C=CCS(=O)(=O)N1CCC(CCOc2ccccc2)(C(=O)OCC)CC1,-2,-2,-4,2,3,4,-2.2,-1,-1.8,-4
Cc1nc2ccc(NC(=O)[C@@H](NC(=O)c3c(F)cccc3F)C(C)C)cc2s1,2,2,3,-2,5,-5,1.5,-12,-0.7,-3
Cc1cccc(-n2c(O)c(C=NCCCN3CCOCC3)c3ccccc3c2=O)c1,·,-3,-1,0,2,-1,2.7,·,-1.4,0
Cc1cccc(OCCC(=O)Nc2ccc(C)c(S(=O)(=O)N3CCCCC3)c2)c1,0,2,-5,4,15,6,-3.6,-8,0.0,-1
O=C(O/N=C/c1ccc2c(c1)OCO2)c1ccc([N+](=O)[O-])cc1,0,0,1,-10,2,-3,-1.3,12,-0.1,-6
Cc1cc(C)n2nc(SCC(=O)N/N=C/c3cccc(Br)c3)nc2n1,-2,3,1,1,10,-15,-14,-8,-1.0,-2
CC(=O)C1=C(O)C(=O)N(c2ccc(O)cc2)C1c1ccc([N+](=O)[O-])cc1 (stereo not given),0,2,2,0,0,-1,0.0,11,-1.5,·
CCCS(=O)(=O)N1CCCC(c2nc(-c3ccc(OC)cc3)no2)C1 (stereo not given),-1,1,-3,-6,1,7,0.4,14,-1.9,-3
c1csc(CSc2nnc3sc4ccccc4n23)c1,17,2,-9,-14,-1,-2,-4.2,66,-0.8,-8
Fc1cccc(CN2CCC(Cc3ccccc3)CC2)c1,-1,-1,0,-7,-2,8,-3.2,·,-1.1,-7

# Some of the entries above in a different format.
# Value order – Wnt act	V-ATPase pH	dFosB act	Rtt109 HAT inh	cardiac RTF act	Tat transport	CDK5 p35 inh	MITF TRPM1 HTS	CAL PDZ FP-1	CAL PDZ FP-2
> Cc1nc2ccc(NC(=O)[C@@H](NC(=O)c3c(F)cccc3F)C(C)C)cc2s1
→ 2	2	3	-2	5	-5	1.5	-12	-0.7	-3
> Cc1cccc(OCCC(=O)Nc2ccc(C)c(S(=O)(=O)N3CCCCC3)c2)c1
→ 0	2	-5	4	15	6	-3.6	-8	0.0	-1
> Cc1cc(C)n2nc(SCC(=O)N/N=C/c3cccc(Br)c3)nc2n1
→ -2	3	1	1	10	-15	-14	-8	-1.0	-2
> O=C(O/N=C/c1ccc2c(c1)OCO2)c1ccc([N+](=O)[O-])cc1
→ 0	0	1	-10	2	-3	-1.3	12	-0.1	-6

# Later entries
SMILES,Wnt act,V-ATPase pH,dFosB act,Rtt109 HAT inh,cardiac RTF act,Tat transport,CDK5 p35 inh,MITF TRPM1 HTS,CAL PDZ FP-1,CAL PDZ FP-2
NC(=O)c1cccc2c1C(=O)N(C1CCCCC1)C2,2,1,-5,-8,5,-2,-0.4,·,-0.4,-1
NS(=O)(=O)c1ccc(CCNC(=O)c2ccc(=O)[nH]c2)cc1,-1,-2,-3,2,-2,2,-0.8,-10,-1.6,4
O=C(Nc1ccon1)c1ccccc1Cl,·,6,0,1,0,-2,0.0,·,-1.1,-8
CCn1c(C)c(C(C)=O)c(N2CCN(c3cccc(Cl)c3)CC2)nc1=S,0,5,-7,5,3,6,-0.4,1,·,-3
CO/N=C/NC(=O)Cc1cn(-c2ncc(C(F)(F)F)cc2Cl)c2ccccc12,·,3,-10,22,-7,5,0.6,-5,0.1,-5
CC1CCCCC1NC(=O)C(C)N1C(=O)c2ccccc2C1=O (stereo not given),11,1,-11,0,0,5,-2.4,-7,-1.4,-2
COc1cccc(C=NCC(C)N=Cc2cccc(OC)c2O)c1O (stereo not given),-3,9,-7,2,7,-3,-6.7,-4,-4.1,10
Cc1csc(NC(=O)C2CC(=O)N(Cc3ccco3)C2)n1 (stereo not given),1,-2,0,6,-3,-2,-3.7,-14,-1.7,-4
NS(=O)(=O)c1cccc(NC(=O)CCCC2CCCCC2)c1,-3,-2,-11,-5,-3,2,-0.6,19,-2.7,-3
COc1ccc(OCc2nnc(SCC(=O)NC3CC3)n2C)cc1,0,5,1,5,-4,17,-0.7,3,-0.2,·
CCC(=O)N1CCc2cc(Br)cc(S(=O)(=O)NCc3ccco3)c21,·,0,-4,-8,6,0,2.7,·,-0.9,4
Cc1cccc(NC(=O)CN(C)C(=O)/C=C/c2ccccc2)c1C,3,-1,-3,5,1,13,1.7,0,-0.8,-3
Cc1cccc(NCc2ccccc2)c1,-1,7,3,3,10,-5,-7.6,-4,-2.4,-1
O=C(NC(=S)Nc1ccccc1C(=O)O)c1ccc(-c2ccc(Br)cc2)o1,11,-1,-11,13,0,9,0.1,28,-4.8,0
O=C(Nc1ccc(NC(=O)C2CC2)nc1)c1cccc(F)c1,30,1,-1,-5,6,-2,-0.9,51,-2.6,0
CCOc1ccccc1N1CCN(S(=O)(=O)c2ccc(F)c(F)c2)CC1,·,-1,-3,-12,0,0,2.6,2,0.3,-2
COc1ccc2cc1Oc1ccc(cc1)C[C@H]1c3cc(c(OC)cc3CCN1C)Oc1c(OC)c(OC)cc3c1[C@@H](C2)N(C)CC3,-5,4,-3,1,6,-3,0.2,15,-5.1,-3
CCOC(=O)C1=CN(Cc2cccc(F)c2)S(=O)(=O)NC1CCc1ccccc1 (stereo not given),-3,-3,5,6,0,9,-2.5,9,0.0,-4
O=S(=O)(c1ccccc1)N1CCN(CC(O)COc2ccc3c(c2)CCC3)CC1 (stereo not given),·,-2,-8,·,-2,1,0.7,0,-1.8,1
Cn1cnc(S(=O)(=O)N2CCN(c3ccc(Cl)cc3)CC2)c1,0,4,1,-14,2,0,·,11,-1.8,0
O=P(COc1ccccc1)(c1ccccc1)c1ccccc1,·,-3,0,-7,-2,1,-0.6,·,-0.6,·
O=C(OCC(=O)N1CCN(C(=O)c2ccco2)CC1)c1cc(S(=O)(=O)Nc2ccc(Cl)cc2)ccc1O,1,-3,1,3,-2,2,-0.1,-4,-2.4,53*
CCN(C(=O)CSc1nnc(-c2ccccc2Cl)n1C1CCCC1)C1CCS(=O)(=O)C1 (stereo not given),?,-2,-1,4,2,-1,0.8,-4,-2.5,-3
O=C(CSc1nc(Nc2ccccc2)nc(N2CCOCC2)n1)Nc1ccc2c(c1)OCCO2,·,-4,-5,0,-2,-4,2.0,25,-1.2,-4

# Compound profiles (already shown). Order of screens: Wnt act	V-ATPase pH	dFosB act	Rtt109 HAT inh	cardiac RTF act	Tat transport	CDK5 p35 inh	MITF TRPM1 HTS	CAL PDZ FP-1	CAL PDZ FP-2
# Record of COc1ccc(-c2nc(C(=O)NCCCN3CCOCC3)cc3c2[nH]c2ccccc23)cc1OC : 0	0	?	22	5	0	0.4	-2	-17	-44
# Record of O=C(CSc1nc(Nc2ccccc2)nc(N2CCOCC2)n1)Nc1ccc2c(c1)OCCO2 : ·	-4	-5	0	-2	-4	2.0	25	-1.2	-4

# (listing goes on)
SMILES,Wnt act,V-ATPase pH,dFosB act,Rtt109 HAT inh,cardiac RTF act,Tat transport,CDK5 p35 inh,MITF TRPM1 HTS,CAL PDZ FP-1,CAL PDZ FP-2
CCCC(=O)Oc1ccc2c(C)cc(=O)oc2c1,-3,-1,3,3,1,-2,-0.1,-10,-0.7,0
O=C(CSc1nnc(CNC(=O)c2cccs2)o1)Nc1cccc(C(F)(F)F)c1,·,3,-1,-6,1,-2,-0.6,-7,-2.0,0
FC(F)(F)c1ccc(CSc2ccccn2)cc1,3,-17,0,5,9,-3,-4.1,21,-0.6,·
CCOC(=O)[C@H]1[C@H]2COc3ccc(OC)cc3[C@@H]2N2C(=O)c3ccc(C)cc3NC(=O)[C@@]12C,-2,2,0,-2,-1,-1,-0.5,-6,0.2,1
CCNC(=S)N(CCc1c(C)[nH]c2ccc(C)cc12)Cc1ccco1,-6,6,-9,-3,-1,-5,0.5,-13,-0.2,·
NS(=O)(=O)c1ccc(CCNC(=O)c2ccc(Cl)cc2[N+](=O)[O-])cc1,-2,2,0,-1,-1,19,0.2,1,-0.6,1
COc1ccc(C2C(=O)N(C3CCCCC3)CC(=O)N2C2CCCC2)cc1 (stereo not given),·,0,-5,4,3,0,1.6,-2,-0.1,-3
O=C(OC1CCOC1=O)c1ccccc1C(=O)c1ccc(Cl)c([N+](=O)[O-])c1 (stereo not given),·,1,-15,1,4,-5,1.1,-1,-0.7,2

# Compounds as they come; 4.1% or so of the library scored in one or more.
